Xi reactivation = reactivates the inactive X chromosome in mouse fibroblasts | 360,000 tested, 0.055% active | AID 743238 | XiGFP mouse fibroblasts, % GFP-positive cells imaging, 3 d; cells co-treated with 5-aza-dC sensitizer; scaled so ellipticine positive control = 100% | activation, % at 7.58 µM;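 active = mean normalized replicate activation at least 10% and every replicate at or above 10%; inconclusive = only one of the two criteria met; inactive = mean below 10% and not all replicates reach 10%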;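 also: 0% = median of on-plate neutral control wells and 100% = ellipticine 6 µM median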
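System: 68-5-11 XiGFP fibroblast line | Buffer or medium: DMEM containing 5-aza-dC | Compound: Single point | Times: Compounds 3 days, fix/stain 15 min at room temperature | Benchmarks: Positive control ellipticine, 6 µM final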
PGC1a acetyl inh = lowers PGC1a acetylation signal in U2OS cells; inhibition, % at 15.6 µM; 350,000 tested, 0.17% active; AID 651687; AlphaScreen anti-acetyl-lysine; with virally co-expressed GCN5 acetyltransferase;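 active = every replicate shows inhibition of at least 40%; inconclusive = mean inhibition at least 40% but some replicate below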;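 also: 0% = neutral control wells and 100% = positive control wells; some results beyond the cut were filed as inactive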
Statin myotox sup = suppressors of simvastatin-induced myotoxicity in C2C12 myotubes | ATP luminescence, 48 h; scaled: DMSO 0, geranylgeraniol control 100 | rescue of ATP level, % at 7.49 µM | 330,000 tested, 0.78% active | AID 602340;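 active = mean ATP rescue above about 67%, or every replicate alone reaching that limit, limit read from the data, passing the limit was not always enough; inconclusive = no clear call, values can overlap the other calls; inactive = mean under the limit and some replicate under it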;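 also: myotubes were challenged with 10 µM simvastatin during compound exposure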
SIRT5 inh = sirtuin-5 (human) deacylase inhibition; Q9NXA8; inhibition, % at 15 µM; AID 652115; Purified SirT5, succinyl-peptide AMC, trypsin-coupled fluorescence; 330,000 tested, 1.1% active; in the data active = inhibition above about 15%; inconclusive = no clear call, values can overlap the other calls
Target sequence (Q9NXA8 whole entry, looked up): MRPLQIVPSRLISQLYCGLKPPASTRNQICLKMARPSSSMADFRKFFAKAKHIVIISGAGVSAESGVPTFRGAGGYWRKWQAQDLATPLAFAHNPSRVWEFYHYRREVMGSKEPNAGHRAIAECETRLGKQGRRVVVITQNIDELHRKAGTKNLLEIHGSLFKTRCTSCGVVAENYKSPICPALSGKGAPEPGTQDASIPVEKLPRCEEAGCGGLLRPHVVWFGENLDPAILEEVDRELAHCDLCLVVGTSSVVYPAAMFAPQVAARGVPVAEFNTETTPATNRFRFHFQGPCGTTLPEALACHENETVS
LGR2 inh = inhibitors of bursicon-induced Drosophila LGR2 receptor cAMP signaling. HEK293 LGR2, CRE-luciferase, bursicon-stimulated, 4 h. inhibition, % at 9.99 µM. 380,000 tested, 0.35% active. AID 720647;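 active = drop in luminescence signal, shown as inhibition above about 50% in the replicate tests, limit read from the data, passing the limit was not always enough; inconclusive = probably only some replicates passing the limit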;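 also: agonist challenge used bursicon conditioned medium at about half maximal strength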
ERAP1 inh = blocks human ERAP1 aminopeptidase activity. Q9NZ08. recombinant ERAP1, Leu-AMC fluorescence, 60 min. inhibition, % at 10.7 µM. 340,000 tested, 0.15% active;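 active = mean replicate inhibition of at least 30%, or all replicates individually reaching that 30% level; inactive = mean below 30% and not every replicate reaching it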;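 also: 0% = neutral control wells and 100% = L-leucinethiol positive control wells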
Cneo AK release = Cryptococcus neoformans lysis via adenylate kinase release. C. neoformans lysis, adenylate kinase release luminescence, 4 h; normalised: neutral wells 0, clomiphene wells 100. lysis activity, % at 15 µM. 360,000 tested, 0.2% active. AID 651654;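 active = mean lysis activity across replicates of at least 80%, whatever share of replicates individually reach that level; inactive = mean lysis activity below 80%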
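Assay system: Cryptococcus neoformans yeast cells / Dosing: single-point compound dose / Timing: 4 h at 37 °C static, read 1 h later / Measured by: luminescence of released adenylate kinase using an AK detection reagent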
S100A4 inh HTS = blocks human S100A4 binding to myosin IIA peptide | P26447 | inhibition, % at 10.7 µM | S100A4/TAMRA-MyoIIA peptide fluorescence polarization | 360,000 tested, 0.14% active;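 active = mean inhibition of at least 70% across replicates, with every replicate also reaching that level; inconclusive = mean inhibition reaches 70% but some replicates fall short; inactive = mean inhibition below 70%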
Target sequence (P26447 whole entry, looked up): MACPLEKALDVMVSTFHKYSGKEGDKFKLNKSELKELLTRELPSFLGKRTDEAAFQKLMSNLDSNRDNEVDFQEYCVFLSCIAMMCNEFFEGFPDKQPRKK
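Material: human S100A4 monomer with TAMRA-labelled myosin IIA peptide; buffer or medium: HEPES pH 7.2 with CaCl2, KCl, NaCl, DTT, Triton; compound dosing: one concentration per compound; schedule: 5 min incubation before reading; benchmarks: neutral control DMSO, positive control TFP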
* marks the source's active call; other numbers are inactive results; ? = inconclusive; . = not tested or not shown; & = joins results of further samples. Not all compounds are listed, so the mix of outcomes need not match the whole.

1) CC(=O)OC1(c2ccccc2)CCN(C)CC1(C)C (stereo unspecified)
2) Cc1nn(Cc2ccccc2)c(C)c1C(=O)NCc1ccccc1F
3) COc1ccc(-c2ccc3c(c2)CNCc2cnnn2-3)cc1
4) CN1C(=O)C(=Cc2ccccc2OS(=O)(=O)c2ccccc2)C(=O)N(C)C1=O
5) Cc1ccc2nc(C)n(-c3ccc(F)cc3)c(=O)c2c1
6) O=[N+]([O-])c1ccc(Cl)c([N+](=O)[O-])c1

entry no.,1,2,3,4,5,6
Xi reactivation,0.0,0.1,.,0.1,0.0,0.6
PGC1a acetyl inh,1,.,7,-13,-1,-5
Statin myotox sup,-3,.,6,-3,.,-18
SIRT5 inh,15*,-1,-5,0,13,3
LGR2 inh,5,-16,-20,2,-2,16
ERAP1 inh,-3,3,-3,1,-1,-1
Cneo AK release,0,.,1,-4,-5,3
S100A4 inh HTS,6,0,5,-2,28,2

An excerpt from above in order of molecular weight, smallest number first.
6) O=[N+]([O-])c1ccc(Cl)c([N+](=O)[O-])c1
5) Cc1ccc2nc(C)n(-c3ccc(F)cc3)c(=O)c2c1
2) Cc1nn(Cc2ccccc2)c(C)c1C(=O)NCc1ccccc1F

entry no.,6,5,2
Xi reactivation,0.6,0.0,0.1
PGC1a acetyl inh,-5,-1,.
Statin myotox sup,-18,.,.
SIRT5 inh,3,13,-1
LGR2 inh,16,-2,-16
ERAP1 inh,-1,-1,3
Cneo AK release,3,-5,.
S100A4 inh HTS,2,28,0

(cont.)
7) CCN1CC2([N+](=O)[O-])CC=C(Cl)C([N+](=O)[O-])(C1)C2 (stereo unspecified)
8) O=C(NC1CCCCC1)[C@@H]1CC=C[C@@H]2CCN(Cc3ccccc3)C(=O)[C@@H]21
9) C/C=C/c1ccc(C2[C@@H]3CN(Cc4nccs4)C[C@H]2N3)cc1 (stereo partly specified)
10) Cc1ccccc1NC(=O)Cc1nc(COC(=O)Cc2ccccc2)cs1
11) CCn1c(O)c(C(c2ccccn2)c2c(O)n(CC)c(=S)[nH]c2=O)c(=O)[nH]c1=S
12) COc1ccc(C(=O)N2CCCC2=O)cc1

entry no.,7,8,9,10,11,12
Xi reactivation,0.0,0.0,0.0&0.0,0.2,.,-0.1
PGC1a acetyl inh,.,.,-4&0,1,11,-3
Statin myotox sup,.,5,.,8,-20,7
SIRT5 inh,1,.,-4&-6,-3,-3,9
LGR2 inh,-2,6,-7&8,19,-23,-18
ERAP1 inh,3,-2,0&0,0,1,0
Cneo AK release,.,2,.,-2,-1,2&-1
S100A4 inh HTS,0,5,15&-20,-1,-10,-6

13) COC(=O)Cn1cc(/C=C2\C(=O)NC(=O)N(c3ccc(OC)cc3)C2=O)c2ccccc21
14) Cn1cc(C(=O)N2CCOCC2)c2ccccc21
15) O=P(O)(Oc1ccccc1)OC(c1ccccc1)C(F)(F)C(F)(F)F (stereo unspecified)
16) ClCCOCOCCCl
17) COc1cccc(CN2CC3(C2)[C@H](c2ccccc2)[C@H](CO)N3C(=O)Cc2ccccc2)c1
18) COc1ccc2c(c1)c(C(=O)C(C)N1CCCCC1)c(C)n2C (stereo unspecified)

entry no.,13,14,15,16,17,18
Xi reactivation,?,0.0,0.1,.,0.2,0.9
PGC1a acetyl inh,-13,-29,.,2,-4,-3
Statin myotox sup,4,.,16,10,.,8
SIRT5 inh,-2,-1,-2,.,7,-4
LGR2 inh,14,9,-3,-2,-14,4
ERAP1 inh,1,1,2,5,0,-1
Cneo AK release,-1,.,0,-1,.,0
S100A4 inh HTS,20,-7,-2,-8,-10,-34

19) COC(=O)C1=C(c2ccc(-c3ccccc3)c(F)c2)C[C@@H]2CC[C@H]1N2C(=O)NCCOc1ccc(OC)cc1
20) CCOC(=O)c1cncn1C(C)c1ccccc1 (stereo unspecified)
21) CCC(=O)N1N=C2C3CCN(CC3)C2C1c1ccccc1 (stereo unspecified)
22) CC(=NCc1ccc2c(c1)OCO2)c1c(O)n(Cc2ccccc2)c(=O)[nH]c1=O
23) COc1cccc(CNCCc2c[nH]c3ccccc23)c1
24) CCN(CC)CCN=Cc1c(O)n(CCC2=CCCCC2)c(=O)[nH]c1=O

entry no.,19,20,21,22,23,24
Xi reactivation,0.0,-0.1,.,0.2,0.3,.
PGC1a acetyl inh,-1,4,5,4,0,.
Statin myotox sup,-13,3,0,11,-5,6
SIRT5 inh,1,4,1,-2,-1,-3
LGR2 inh,22,27,4,3,5,2
ERAP1 inh,1,-1,-4,2,-3,1
Cneo AK release,-2,1&3,-1,2,-2,2
S100A4 inh HTS,2,9&-3,3,-6,-3,-6

The list continues.
Codes: A = Xi reactivation; B = PGC1a acetyl inh; C = Statin myotox sup; D = SIRT5 inh; E = LGR2 inh; F = ERAP1 inh; G = Cneo AK release; H = S100A4 inh HTS
25. O=C(NC1CCCCC1)N1Cc2cc(Br)ccc2-n2nncc2C1
  A = 0.5	B = .	C = .	D = -10	E = 1	F = 3	G = .	H = -11

26. Cc1cccc(NC(=O)OC2CN3CCC2CC3)c1 (stereo unspecified)
  A = 0.0	B = -3	C = -1	D = 0	E = -7	F = -1	G = .	H = -2

27. CN1CCN(/N=C/c2c(O)n(C)c(=O)n(C)c2=O)CC1
  A = 0.0	B = 5	C = 0	D = .	E = -2	F = 1	G = 4	H = -1

28. O=C1CC=C2C3CC4N(CCC45c4ccccc4N1C25)CC3=CCO (stereo unspecified)
  A = 0.4	B = 10	C = -4	D = -3	E = 9	F = 0	G = 0	H = -8

29. CC1CN(c2ccc([N+](=O)[O-])c(N3CCCCC3)c2)CCN1 (stereo unspecified)
  A = 0.0	B = 1	C = .	D = 2	E = .	F = 2	G = 3	H = 0

30. CCN1C(=O)C(=C2C=C(C)OC(C)=C2)C(=O)N(CC)C1=S
  A = 0.3	B = .	C = .	D = -2	E = -1	F = 2	G = .	H = 8

31. COC(=O)C1=C(c2cccc3c2S(=O)(=O)c2ccccc2-3)C[C@@H]2CC[C@H]1N2C(=O)N1CCOCC1
  A = 0.0	B = .	C = -17	D = .	E = -1	F = -1	G = -4	H = -3

32. Cc1cc(C)c2c(ccc3cccc[n+]32)c1
  A = 0.2	B = 7	C = .	D = -3	E = 3	F = -2	G = 5	H = -15

33. CC(=O)C1C(N2CC2)CC2C3CCC4=CC(=O)CCC4(C)C3CCC21C (stereo unspecified)
  A = -0.1	B = .	C = .	D = 1	E = .	F = 1	G = .	H = -1

In the list so far, these have an aryl methoxy group.
Codes: A = Xi reactivation; B = PGC1a acetyl inh; C = Statin myotox sup; D = SIRT5 inh; E = LGR2 inh; F = ERAP1 inh; G = Cneo AK release; H = S100A4 inh HTS
3. COc1ccc(-c2ccc3c(c2)CNCc2cnnn2-3)cc1
  A = .	B = 7	C = 6	D = -5	E = -20	F = -3	G = 1	H = 5

12. COc1ccc(C(=O)N2CCCC2=O)cc1
  A = -0.1	B = -3	C = 7	D = 9	E = -18	F = 0	G = 2&-1	H = -6

13. COC(=O)Cn1cc(/C=C2\C(=O)NC(=O)N(c3ccc(OC)cc3)C2=O)c2ccccc21
  A = ?	B = -13	C = 4	D = -2	E = 14	F = 1	G = -1	H = 20

17. COc1cccc(CN2CC3(C2)[C@H](c2ccccc2)[C@H](CO)N3C(=O)Cc2ccccc2)c1
  A = 0.2	B = -4	C = .	D = 7	E = -14	F = 0	G = .	H = -10

18. COc1ccc2c(c1)c(C(=O)C(C)N1CCCCC1)c(C)n2C (stereo unspecified)
  A = 0.9	B = -3	C = 8	D = -4	E = 4	F = -1	G = 0	H = -34

19. COC(=O)C1=C(c2ccc(-c3ccccc3)c(F)c2)C[C@@H]2CC[C@H]1N2C(=O)NCCOc1ccc(OC)cc1
  A = 0.0	B = -1	C = -13	D = 1	E = 22	F = 1	G = -2	H = 2

23. COc1cccc(CNCCc2c[nH]c3ccccc23)c1
  A = 0.3	B = 0	C = -5	D = -1	E = 5	F = -3	G = -2	H = -3
